DAX1 inh-1 = DAX1 (NR0B1) inhibitors on StAR promoter, primary screen, cell-based, luminescence, SF-1 (NR5A1), full-length DAX-1 | 370,000 tested, 1.1% active | AID 652010, 2013 | inhibition, % at 6.8 µM | HEK293T StAR-luciferase reporter, SF-1/DAX-1 repression relief;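 active means inhibition above the mean over all tested compounds plus 3 SD, cut at about 3.6% in these data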;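 further: 0% = DAX-1 cells with DMSO and 100% = cells lacking DAX-1 with DMSO; higher inhibition means more luminescence from relief of DAX-1 repression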
hgDAF-12 ag = H. glycines DAF-12 receptor agonists, primary screen, cell-based, luminescence, HEK293, GAL4 fusion, UAS-luciferase; AID 687014, 2013; activation, % at 6.8 µM; 370,000 tested, 1.8% active; HEK293 GAL4-hgDAF12 UAS-luciferase reporter, agonist luminescence; normalized to butyrate control;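 active means activation above a cutoff set at the mean of all screened compounds plus 3 SD, cut at about 10% in these data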;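 further: 0% = DMSO wells and 100% = sodium butyrate wells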
DAX1 inh-2 = DAX1 (NR0B1) inhibitors, primary screen, cell-based, HEK293, Gal4-DAX1, luciferase luminescence; Nuclear receptor subfamily 0 group B member 1 (Homo sapiens), P51843; HEK293 Gal4-DAX1 luciferase reporter; inhibition, % at 6.75 µM; 340,000 tested, 0.99% active; AID 504766, 2011;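 active means inhibition above the mean over all tested compounds plus 3 SD, cut at about 4.2% in these data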;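 further: 0% = DAX1-transfected cells with DMSO and 100% = empty-vector control cells with DMSO; inhibition shows as a rise in luminescence from relieved DAX1 repression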
GC-B act = human GC-B receptor activators, primary screen, HEK293 GC-B cells, cGMP TR-FRET, EC30 CNP. Atrial natriuretic peptide receptor 2 (Homo sapiens), P20594. 0% at EC30 CNP, 100% saturating CNP. activation, % at 10 µM. 370,000 tested, 0.11% active;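 active means activation at 10 µM reaching about 35% in either raw or pattern-adjusted values, limit read from the data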
Target sequence (P20594 whole entry, looked up): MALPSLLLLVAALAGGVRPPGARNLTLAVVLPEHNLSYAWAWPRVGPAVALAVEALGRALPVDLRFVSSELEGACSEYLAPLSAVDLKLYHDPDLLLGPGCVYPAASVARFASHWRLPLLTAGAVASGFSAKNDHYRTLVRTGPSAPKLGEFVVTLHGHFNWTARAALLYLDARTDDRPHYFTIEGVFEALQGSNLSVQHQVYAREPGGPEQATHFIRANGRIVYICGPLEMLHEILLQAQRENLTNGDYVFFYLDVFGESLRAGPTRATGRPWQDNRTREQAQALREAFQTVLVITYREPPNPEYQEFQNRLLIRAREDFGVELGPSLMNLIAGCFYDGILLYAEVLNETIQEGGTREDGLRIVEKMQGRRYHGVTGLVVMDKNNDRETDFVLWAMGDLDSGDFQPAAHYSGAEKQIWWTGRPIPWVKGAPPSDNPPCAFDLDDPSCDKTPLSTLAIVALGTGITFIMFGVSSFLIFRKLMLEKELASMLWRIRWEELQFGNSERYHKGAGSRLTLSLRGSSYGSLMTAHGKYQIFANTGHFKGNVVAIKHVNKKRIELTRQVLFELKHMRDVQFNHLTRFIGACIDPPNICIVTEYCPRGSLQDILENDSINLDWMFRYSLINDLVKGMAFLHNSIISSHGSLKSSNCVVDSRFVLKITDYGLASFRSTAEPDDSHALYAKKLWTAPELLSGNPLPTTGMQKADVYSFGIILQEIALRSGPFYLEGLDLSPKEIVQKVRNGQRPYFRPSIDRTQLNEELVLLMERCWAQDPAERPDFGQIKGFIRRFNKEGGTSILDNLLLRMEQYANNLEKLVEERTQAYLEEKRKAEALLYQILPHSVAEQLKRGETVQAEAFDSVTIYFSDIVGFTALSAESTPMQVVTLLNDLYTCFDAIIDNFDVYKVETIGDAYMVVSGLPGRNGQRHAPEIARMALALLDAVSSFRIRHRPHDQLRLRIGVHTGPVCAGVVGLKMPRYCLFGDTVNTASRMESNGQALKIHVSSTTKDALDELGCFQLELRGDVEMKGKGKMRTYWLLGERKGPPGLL
GC-A act = GC-A stimulated cGMP production enhancers – HEK293 GC-A cells, cGMP TR-FRET, EC30 ANP, primary screen; Atrial natriuretic peptide receptor 1 (Homo sapiens), P16066; 0% at EC30 ANP, 100% saturating ANP; activation, % at 10 µM; 370,000 tested, 0.14% active; AID 1671463, 2021; in the data active means activation above about 40%
HGIII-sPLA2 inh = human group III sPLA2 inhibitors, primary screen, biochemical, QFRET, BODIPY PC-A2 liposome substrate; QFRET BODIPY PC-A2 liposome hydrolysis, fluorescence; inhibition, % at 12.2 µM; 370,000 tested, 0.56% active;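 active means inhibition above mean plus 3 SD of compounds lying within the high and low control bounds, cut at about 19% in these data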;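 further: 0% = median of test compound wells and 100% = no enzyme DMSO wells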
SMARCA2 act = SMARCA2 (BRM) function activators, primary screen, cell-based, luminescence, high throughput | MG213 cells, MMTV-luciferase reporter, dexamethasone, overnight | activation, % at 9.1 µM | 370,000 tested, 1% active | AID 652017, 2013; in the data active means activation above about 7.8%;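 further: 0% = vehicle wells and 100% = reference activator wells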
hcDAF12 agonist = H. contortus DAF-12 nuclear receptor activators, primary screen, cell-based, luminescence, HEK293, lit1-tk-luc reporter | activation, % at 6.8 µM | 370,000 tested, 1.4% active | HEK293 hcDAF-12 lit1-tk-luc reporter; 0% DMSO, 100% Δ7-dafachronic acid | AID 652067, 2013;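 active means activation above the mean of all tested compounds plus 3 SD, cut at about 5.5% in these data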;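 further: 100% = response to 3 µM Δ7-dafachronic acid high control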
FXN GAA850 act = FXN promoter activators, primary screen, cell-based, luciferase luminescence, HEK293 lucGAA850; activation, % at 6 µM; AID 540364, 2011; 360,000 tested, 0.56% active; HEK293 lucGAA850 FXN promoter luciferase reporter, 24 h; percent of 10 µM SAHA response;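 active means activation above the average of all compounds screened plus 3 SD, cutoff fixed separately per campaign, cut at about 7.5% in these data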;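 further: 0% = DMSO wells and 100% = 10 µM SAHA wells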
ssDAF12 agonist = S. stercoralis DAF-12 nuclear receptor activators, primary screen, cell-based, luminescence, HEK293, GRIP1 co-expression, lit1-tk-luc. HEK293 ssDAF-12/GRIP1 lit1-tk-luc reporter; % of 3 µM dafachronic acid response. activation, % at 6.8 µM. 370,000 tested, 1% active. AID 652126, 2013;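 active means activation above the mean over all tested compounds plus 3 SD, cut at about 0.9% in these data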;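 further: 0% = DMSO-only wells and 100% = 3 µM delta7-dafachronic acid wells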
ADAM10 inh = human ADAM10 inhibitors, primary screen, biochemical, QFRET, HTS. Disintegrin and metalloproteinase domain-containing protein 10 (Homo sapiens), O14672. recombinant ADAM10, EDANS/DABCYL FRET peptide cleavage, 3 h. inhibition, % at 7 µM. 370,000 tested, 0.62% active. AID 720582, 2013;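 active means inhibition above a per-campaign cutoff equal to the mean of compounds falling between control-based bounds plus 3 SD, cut at about 20% in these data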;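 further: 0% = DMSO wells while the 100% control is not disclosed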
The depositor's hits bear a star; i = inactive; nt = no result given. Rows were taken by chance (roughly 6.6% active in at least one column).

structure,GC-B act,FXN GAA850 act,DAX1 inh-2,ssDAF12 agonist,ADAM10 inh,hcDAF12 agonist,DAX1 inh-1,hgDAF-12 ag,GC-A act,SMARCA2 act,HGIII-sPLA2 inh
CCOc1cc(-c2nc3ccccc3s2)ccc1O,-10,9.4*,1.3,-1.1,i,2.2,0.8,11*,1,6,-25
CCC(=O)N(Cc1cc(=O)[nH]c2ccccc12)c1ccccc1OC,-4,0.0,0.2,0.0,1,2.7,0.2,2.2,-7,-3,4
COc1ccc(OC)c(C(=O)Cn2cnc3ccccc3c2=O)c1,1,3.1,0.8,-1.1,1,-1.8,-0.1,0.5,0,2,-3
O=C(NNC(=O)c1cc(Cl)ccc1[N+](=O)[O-])c1csc(N2CCOCC2)n1,4,0.3,-0.7,-1.2,10,-0.4,1.7,-0.2,0,-2,11
COc1cccc(NC(=O)C2CCCCC2)c1,4,0.7,-1.3,-0.8,-8,3.9,1.1,3.6,2,2,0
CCN1CCN(c2nc3c(c(=O)n(C)c(=O)n3C)n2CCSc2ncccn2)CC1,-2,-0.5,2.9,-0.6,5,0.9,-0.2,-0.1,-3,0,6
CN(C)CCOC(=O)c1ccc2c(c1)S(=O)(=O)c1ccccc1C2=O,-2,1.9,1.6,-1.1,13,-0.2,-0.4,0.0,-4,3,0
CCOc1cccc(-c2cc(C(=O)N3N=C(C)CC3(O)C(F)F)c3ccccc3n2)c1 (configuration not stated),-3,-0.8,1.2,-1.2,13,0.7,-0.1,-0.5,2,-3,-4
CCOc1cc2c(C#N)c(N3CCCC3)nc(N)c2c(N)n1,-1,-2.3,1.1,-0.7,-141,-0.8,-0.4,3.2,0,1,0
COc1cccc(C2CCCN2Cc2nc(-c3sccc3C)oc2C)c1 (configuration not stated),-1,0.9,0.3,-1.1,-9,-1.4,-1.3,-0.7,-14,-2,-1
O=C(C1=C(O)C(=O)N(CCN2CCOCC2)C1c1ccc(Cl)cc1)c1cc2ccccc2o1 (configuration not stated),-3,0.9,2.1,-0.4,-4,-0.4,-0.4,-2.3,4,1,-2
CCCc1nc(SCC(=O)N2CCN(c3ccccc3)CC2)c2c(=O)n(C)c(=O)n(C)c2n1,-2,0.6,0.8,-1.3,-4,0.7,-0.5,0.2,-3,0,-1
COC(=O)C[C@@H]1C=C[C@H](NC(=O)Nc2cc(F)ccc2F)[C@@H](CO)O1,4,nt,nt,-0.5,-18,-1.5,1.9,-0.8,0,-5,10
CN1C(=O)C(CC(=O)NCCc2ccccc2)N(NC(=O)c2ccc(Cl)cc2)C1=S (configuration not stated),-3,-0.3,1.5,-1.0,0,0.5,0.7,-2.0,-7,-6,-37
CCOC(=O)Nc1cccc2ccccc12,1,-0.3,-0.3,-1.7,2,-1.8,0.1,0.3,4,3,7
COc1ccc(Cl)cc1NC(=O)c1cccc([N+](=O)[O-])c1O,0,1.3,0.4,-1.2,5,-2.1,0.3,-3.1,1,-8,-4
CCC(=O)Nc1ncc2c(n1)CC(c1ccco1)CC2=O (configuration not stated),-1,1.6,-0.5,-0.7,-4,1.7,-0.3,1.0,0,1,3
Cc1cc(C)cc(C(=O)NC2C(=O)N3C(C(=O)O)=C(CSc4nnc(C)s4)CSC23)c1 (configuration not stated),3,-0.1,1.9,-1.9,-6,-0.7,0.8,-2.8,-4,-3,-7
CCCCCCCCCCCC1N=C(N)NC(CCCO)=C1C(=O)OC (configuration not stated),1,0.1,-0.2,-1.3,-9,0.4,0.9,2.8,-12,3,9
CC(C)(C)c1ccc(/C=C/C(=O)O)s1,0,0.7,1.9,-1.0,5,2.9,1.8,2.7,0,-1,2
Nc1ncncc1-c1ccc(Cl)cc1,-16,0.4,0.3,-1.4,0,-1.2,-0.5,1.4,2,-1,6
CC(C)Oc1cccc(C(=O)NC(=S)N2CCN(c3ccc(C(F)(F)F)cc3[N+](=O)[O-])CC2)c1,-1,1.5,0.1,-1.3,0,0.1,0.3,2.3,-2,1,-1
Cc1cc(=O)oc2cc(OC(=O)c3ccco3)ccc12,0,0.4,0.2,-0.9,i,-1.0,-0.3,0.8,3,-1,1
CC(C)(C)c1cc(C(=O)Nc2ccc(F)cc2)n(Cc2ccc(F)cc2)n1,-3,0.2,nt,-1.0,12,0.8,-0.8,-0.8,1,-2,3
O=C(c1ccc(Cl)cc1)C1CCN(C(=S)Nc2ccccc2)CC1,2,3.7,0.1,-1.2,8,-1.1,0.4,0.9,5,0,8
COc1ccc(-c2noc(N3CCC(C(=O)N4CCN(c5ccccn5)CC4)CC3)n2)cc1,-10,-2.8,-3.1,-1.6,7,-3.4,-1.5,-1.3,-6,-4,2
Cc1ccc2c(c1)C(N1CCCC1=O)CC(c1ccco1)N2 (configuration not stated),2,7.4,0.7,0.3,-205,5.7*,3.2,11*,6,4,-2
CCOc1ccccc1NC(=O)CCNS(=O)(=O)c1cccc2nonc12,-2,0.0,-0.7,-1.4,-1,-0.8,-0.3,-1.4,-8,-1,4
O=C(Nc1ccccc1C(=O)N1CCOCC1)c1noc2c1CCCC2,4,0.9,0.2,-1.3,4,-1.7,-0.5,-0.1,-2,0,5
C=CCN1C(=O)[C@H](CC(=O)NCCCOCCCC)[C@@]2(C(=O)OCC)CCCC=C12,-1,nt,nt,-1.0,5,-1.6,-0.1,-1.6,3,-2,3
CC(C)CNC(=O)CC(=O)N/N=C/c1ccc(Br)cc1,2,1.9,-0.4,-0.3,0,-1.7,0.5,-1.1,-1,-1,-5
O=C1CC(NNC(=O)c2ccc(Br)cc2)C(=O)N1 (configuration not stated),4,1.2,0.9,-0.5,-11,-1.1,-0.2,-0.7,-8,-6,2
O=C1CN(C(=O)COc2ccc([N+](=O)[O-])cc2Cl)c2ccccc2N1,-2,1.6,2.4,-0.9,0,-1.7,-0.5,3.9,4,1,-6
O=C(c1cc(-c2ccncc2)nc2ccccc12)N1CCN(S(=O)(=O)/C=C/c2ccccc2)CC1,-13,-3.5,-0.1,-1.4,0,-0.4,-0.7,-2.1,-12,-3,-35
O=C(/C=C/c1ccccc1)NC(NC(=S)Nc1ccc(Cl)cc1)C(Cl)(Cl)Cl (configuration not stated),6,-4.3,-0.8,-0.7,-2,-2.1,-0.6,2.4,9,-6,-7
CCC1=NN(C(=O)CCc2ccc3c(c2)OCO3)C(O)(C(F)(F)F)C1 (configuration not stated),2,1.6,-1.0,-1.7,2,0.6,0.8,-0.6,3,-1,-9
C=C1c2cccc(C(F)(F)F)c2O[C@H](C(=O)OCC)[C@H]1OC,5,-0.7,-1.4,-0.9,3,0.4,0.8,-2.3,5,-1,-9
COc1ccc(N2C(=O)C(CC(N)=O)N(NC(=O)c3cccc(OC)c3)C2=S)cc1 (configuration not stated),2,0.3,0.7,-1.1,-1,-0.8,0.5,1.7,-2,6,-28
CCOC(=O)C1(CCc2ccccc2)CCN(C(=O)c2cnc(C)cn2)CC1,0,3.1,0.5,-1.6,0,0.6,0.2,1.6,-5,2,-2
COc1cc(C(C(=O)NCc2ccccc2)N(C(=O)c2snc(C(N)=O)c2N)C2CCCC2)cc(OC)c1OC (configuration not stated),-8,-1.4,-1.1,-1.2,-80,0.1,0.1,-0.7,-15,-4,0
COc1ccc(C(CCN2CCOCC2)c2c(OC)cc(OC)c3c(C)cc(=O)oc23)cc1 (configuration not stated),0,1.0,-1.1,-1.6,-77,-1.5,-0.3,-3.6,-3,-1,-3
Cc1cc(C)cc(NC(=O)Nc2cccnc2)c1,-6,0.0,0.9,-1.1,-3,-0.8,0.5,7.7,3,-3,-1
O=C(Cc1ccc([N+](=O)[O-])cc1)c1ccccc1,-3,0.3,0.4,-1.1,-10,0.8,-0.9,5.3,3,-2,-48
O=C1CCCc2ccccc2N1Cc1cccc(Cl)c1,-11,-0.2,0.2,-1.8,-3,-0.6,-0.5,-2.5,-11,-1,-4
CC(=O)Nc1sc2c(c1C#N)CCC(C)C2 (configuration not stated),-1,0.3,1.7,-1.8,2,0.1,-0.3,-3.3,0,-3,11
Nn1c(SCC(=O)Nc2ccc3c(c2)OCO3)nnc1-c1ccncc1,-1,-0.6,0.6,-1.9,-2,-1.2,-0.1,-1.4,1,0,5
